MEP2 TOR yeast: alters MEP2-GFP fluorescence in TOR pathway yeast screen; S. cerevisiae MEP2-GFP strain, flow cytometry GFP, 3 h; 100% = DMSO control level; GFP response vs DMSO, % at 10 µM; 0.51% of 330,000 active;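 active = GFP response versus DMSO above a set limit, roughly screen mean plus 3 SD, cut at about 180% in these data; inconclusive = fewer than 70 cells counted for a yeast strain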;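 note: median GFP fluorescence of the barcode-gated MEP2-GFP cells per well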
procasp7 counter: counter-screen: procaspase-7 (human) activation. activation, % at 8.5 µM. P55210. recombinant procaspase-7, Ac-DEVD-pNA absorbance 405 nm; D23A/D198A/D206A triple mutant, cannot self-cleave; scale: DMSO 0, 5 µM enzyme 100. 0.093% of 330,000 active. AID 463210;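 active = percent activation above the screen-wide mean plus 3 SD, cut at about 25% in these data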
Target sequence (P55210 whole entry D23A/D198A/D206A): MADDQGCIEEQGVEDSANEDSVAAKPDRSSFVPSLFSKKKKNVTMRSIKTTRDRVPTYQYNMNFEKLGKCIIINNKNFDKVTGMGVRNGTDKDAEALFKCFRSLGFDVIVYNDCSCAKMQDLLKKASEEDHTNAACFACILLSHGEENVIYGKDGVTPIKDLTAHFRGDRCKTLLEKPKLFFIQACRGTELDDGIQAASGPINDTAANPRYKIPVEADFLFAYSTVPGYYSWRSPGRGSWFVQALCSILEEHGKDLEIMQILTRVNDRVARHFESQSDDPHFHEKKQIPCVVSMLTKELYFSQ
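Test system: Procaspase-7 triple mutant (PC-7 D3A). Also added: Ac-DEVD-pNA substrate, 400 µM as added. Schedule: 1 h enzyme–compound preincubation and 2 h substrate reaction, both 25 °C. Signal: p-Nitroaniline absorbance at 405 nm, read at 0 and 120 min. Control set: low DMSO alone, high DMSO plus 5 µM PC-7.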
AHR activator: activators of human aryl hydrocarbon receptor. AHR-responsive luciferase reporter cells, luminescence. activation, % at 5 µM. 2.5% of 320,000 active. AID 2796; in the data active = activation above about 47%;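 note: 0% = vehicle wells and 100% = reference agonist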
RPL19A-GFP yeast: yeast TOR pathway RPL19A-GFP modulation | S. cerevisiae RPL19A-GFP strain, flow cytometry, 3 h; active compounds read low | percent response vs DMSO, % at 10 µM | 0.3% of 330,000 active | AID 2025;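 active = percent response vs DMSO below 50%; inconclusive = fewer than 70 events counted for the yeast strain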;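 note: median channel GFP fluorescence of the barcoded RPL19A-GFP strain; ratio of sample median GFP to plate DMSO average so 100% = DMSO; lower means less RPL19A-GFP as with rapamycin TOR inhibition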
procasp3 activ: procaspase-3 (human) activation. AID 463141. activation, % at 8.5 µM. recombinant procaspase-3 D3A, Ac-DEVD-pNA absorbance 405 nm. 0.11% of 330,000 active;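 active = activation above the mean of all tested compounds plus 3 SD, cut at about 21% in these data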;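 note: 0% = DMSO alone and 100% = DMSO wells spiked with extra 5 µM PC-3 D3A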
Target sequence (P42574 whole entry D9A/D28A/D175A): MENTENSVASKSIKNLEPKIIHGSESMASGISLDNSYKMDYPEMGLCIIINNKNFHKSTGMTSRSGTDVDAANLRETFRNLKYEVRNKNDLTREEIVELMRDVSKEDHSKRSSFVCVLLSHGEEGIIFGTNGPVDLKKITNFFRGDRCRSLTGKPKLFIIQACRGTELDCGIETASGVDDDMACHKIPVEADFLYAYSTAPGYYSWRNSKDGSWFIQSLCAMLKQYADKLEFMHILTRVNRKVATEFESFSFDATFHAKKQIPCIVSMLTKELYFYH
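System: Procaspase-3 D3A mutant. Medium: Zinc-free 300 mM NaCl, 50 mM HEPES, 0.01% Triton X-100. Schedule: 1 h preincubation plus 2 h reaction at 25 °C. Measured by: 405 nm absorbance of p-nitroaniline, reads at 0 and 120 min. Read-out: percent activation relative to control range.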
LAP4-GFP MLPCN: alters LAP4-GFP fluorescence in TOR pathway yeast screen; 0.34% of 320,000 active; S. cerevisiae LAP4-GFP multiplex, flow cytometry GFP, 3 h; median GFP as percent of DMSO wells; GFP response vs DMSO, % at 10 µM; AID 2023;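 active = GFP response vs DMSO above a set limit, about the screen mean plus 3 SD, cut at about 150% in these data; inconclusive = under 70 cell events counted for the yeast strain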
CIT2 TOR yeast: yeast TOR pathway CIT2-GFP modulation | S. cerevisiae CIT2-GFP strain, flow cytometry, 3 h; 100 means same as DMSO wells | GFP response vs DMSO, % at 10 µM | 0.065% of 320,000 active | AID 2029;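 active = GFP response relative to DMSO above a set limit, near the screen mean plus 3 SD, cut at about 150% in these data; inconclusive = Fewer than 70 cells measured for a yeast strain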;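 note: ratio of well median GFP fluorescence to mean of DMSO wells on the plate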
AGP1-GFP MLPCN: alters AGP1-GFP fluorescence in TOR pathway yeast screen | S. cerevisiae AGP1-GFP multiplex flow cytometry, 3 h; GFP as percent of DMSO wells | GFP response vs DMSO, % at 10 µM | 0.02% of 320,000 active | AID 2066;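 active = GFP response relative to DMSO above a set limit, near screen average plus 3 SD, cut at about 150% in these data; inconclusive = fewer than 70 cells counted for the yeast strain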;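 note: median GFP channel fluorescence of the gated AGP1 strain per well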
An asterisk follows results filed as active; ? = inconclusive; · = no result given; [ ] = another dose, or the depositor's remark.

item	SMILES	MEP2 TOR yeast	procasp7 counter	AHR activator	RPL19A-GFP yeast	procasp3 activ	LAP4-GFP MLPCN	CIT2 TOR yeast	AGP1-GFP MLPCN
1	CC(NC(=O)OCc1ccccc1)C(=O)NCC1CCCO1 (stereo unspecified)	94	3	-3	99	5	78	91	106
2	Cn1c(SCC(=O)NC2CC2)nnc1-c1ccco1	98	10	0	105	-2	96	101	101
3	COc1cccc(C(=O)NCc2ccc(-c3nc4ccccc4s3)cc2)c1	115	1	-3	103	6	104	107	101
4	Cc1ccc(NC(=O)CN(C)C(=O)C2COc3ccccc3O2)cc1 (stereo unspecified)	101	-4	3	100	8	99	97	94
5	CCCCN(C(=O)C1COc2ccccc2O1)c1c(N)n(CCC)c(=O)[nH]c1=O (stereo unspecified)	103	6	-1	101	10	97	107	101
6	CCCCCn1c(NC(=O)c2ccco2)c(S(=O)(=O)c2ccc(C)cc2)c2nc3ccccc3nc21	111	-3	-1	103	-3	96	101	106
7	CC(C)CC(C)NC(=O)c1ccc(C(F)(F)F)cc1 (stereo unspecified)	91	8	2	96	0	87	82	97
8	CC/C(=N\NC(=O)C1CCCC1)c1cccc(Br)c1	99	·	·	108	·	63	98	91
9	COc1ccc(Br)c(/C=N/NC(=O)COc2ccc(-c3ccccc3)cc2)c1	96	8	24	100	7	90	·	102
10	COc1ccc(OC)c(NC(=O)c2ccccc2N(Cc2ccccc2)S(C)(=O)=O)c1	104	9	7	101	-4	94	100	99
11	CC(C)(C)NC(=O)Nc1ccc(Cn2cc(C(F)(F)F)ccc2=O)cc1	104	5	-1	107	-1	112	107	111
12	O=C(NCC(c1ccco1)N1CCc2ccccc21)C(=O)Nc1ccc(F)cc1F (stereo unspecified)	101	-7	0	98	-4	102	105	107
13	COc1cc(/C=N/n2c(COc3ccccc3)n[nH]c2=S)cc(OC)c1OC(C)=O	115	-11	0	105	-11	91	101	98
14	Cc1ccc(-n2c(C)cc(C(=O)OCC(=O)N3CCOCC3)c2C)cc1	108	7	0	103	4	97	105	104
15	COc1ccc(C2C=C(c3ccc(Br)s3)Nc3ncnn32)cc1OC (stereo unspecified)	109	-19	20	100	-6	109	104	89
16	Cc1ccc(Sc2cc(Cl)nc(N)n2)cc1	101	-1	4	95	-1	106	100	104
17	O=C(COC(=O)c1nc(Cl)ccc1Cl)c1ccc[nH]1	101	10	4	100	-7	115	108	103
18	O=C(Nc1nnc(S(=O)(=O)N2CCOCC2)s1)c1ccc(Cl)cc1	103	-7	0	96	5	98	103	101
19	COc1ccc(CCNC(=O)C(=O)NCC2CCCN2S(=O)(=O)c2ccc(OC)cc2)cc1 (stereo unspecified)	103	1	2	101	6	101	103	110
20	COc1ccc(C(=O)CSc2n[nH]c(N)n2)cc1	96	-2	3	96	2	93	82	96

Among those listed so far, these have a CF3 group.
item	SMILES	MEP2 TOR yeast	procasp7 counter	AHR activator	RPL19A-GFP yeast	procasp3 activ	LAP4-GFP MLPCN	CIT2 TOR yeast	AGP1-GFP MLPCN
7	CC(C)CC(C)NC(=O)c1ccc(C(F)(F)F)cc1 (stereo unspecified)	91	8	2	96	0	87	82	97
11	CC(C)(C)NC(=O)Nc1ccc(Cn2cc(C(F)(F)F)ccc2=O)cc1	104	5	-1	107	-1	112	107	111

(continued)
item	SMILES	MEP2 TOR yeast	procasp7 counter	AHR activator	RPL19A-GFP yeast	procasp3 activ	LAP4-GFP MLPCN	CIT2 TOR yeast	AGP1-GFP MLPCN
21	CC1(C)CC(=O)C=C(NNC(=O)c2ccccc2O)C1	104	-18	4	·	-1	99	110	100
22	Cc1cc(C)c(C2=CC(=O)C[C@H](c3ccc4c(c3)OCO4)C2)c(C)c1	96	-1	9	92	1	103	107	99
23	Cc1cc(-c2csc(NC(=O)c3cc4ccccc4o3)n2)c(C)n1C	91	-9	5	91	-7	99	86	98
24	Cc1ccc2c(c1)C(=O)C(=O)N2c1ccc(Cl)cc1	96	7	4	95	5	97	89	92
25	O=C(/C=C/c1ccccc1[N+](=O)[O-])c1ccc(F)cc1	106	0	8	97	-5	104	103	96
26	CCC(C)(C)c1ccc(OCCN2C(=O)NC(C)(C)C2=O)cc1	112	13	0	104	8	99	·	105
27	O=C1/C(=C/c2cccs2)COc2ccccc21	102	-6	34	103	8	94	99	104
28	Cc1ccc2c(c1)NC(=O)C(CC(=O)NC1CCCCC1C)O2 (stereo unspecified)	110	1	0	98	2	103	100	106
29	CN1C(=O)C2(OCCCO2)c2cc(Cl)ccc21	109	6	-1	103	-1	92	103	104
30	CCOC(=O)N1CCN(C(=O)CSc2nnc(-c3ccccc3OC)o2)CC1	133	10	29	102	4	113	100	103
31	CCOc1cccc(CN2CCC(N3CCC(C(=O)NCC4CCCO4)CC3)CC2)c1 (stereo unspecified)	106	8	-1	100	14	94	102	99
32	COC(c1ccccc1)c1nc2ccccc2[nH]c1=O (stereo unspecified)	188*[may fluoresce violet]	-3	1	54[may fluoresce violet]	6	66[may fluoresce violet]	?	?
33	CCOC(=O)c1cc(NC(=O)N2CCCc3ccccc32)c(C)nc1C	89	4	14	90	-2	92	91	90
34	Cc1nnc(CN(C)C(=O)c2cc(COc3ccc(C)c(C)c3)on2)o1	95	9	-1	96	0	103	94	106
35	COc1ccc2[nH]c(=O)c(CN(Cc3cccnc3)C(=O)Nc3ccccc3)cc2c1	100	-4	-4	107	3	112	·	105
36	O=C(Nc1ccccc1C(=O)N1CCCC1)c1ccccc1	98	13	8	96	7	94	99	99
37	Cc1nc(N2CCCCC2)sc1C(=O)c1ccc(Cl)c([N+](=O)[O-])c1	107	6	-1	111	6	100	104	98
38	O=C1C2CCCN2C(c2ccc(Br)cc2)N1c1ccc(F)cc1 (stereo unspecified)	104	-5	9	100	2	96	103	101
39	CC(=O)c1cc(C)ccc1OC(=O)c1ccncc1	114	-8	0	101	7	102	98	97
40	Cc1nnc(SCC(=O)Nc2nsc(-c3ccccc3)n2)s1	105	1	0	108	5	110	110	111

A few values from the entries so far:
Reading of COc1ccc2[nH]c(=O)c(CN(Cc3cccnc3)C(=O)Nc3ccccc3)cc2c1 in procasp3 activ: 3
Reading of Cc1cc(-c2csc(NC(=O)c3cc4ccccc4o3)n2)c(C)n1C in procasp3 activ: -7
Reading of Cc1ccc2c(c1)NC(=O)C(CC(=O)NC1CCCCC1C)O2 (stereo unspecified) in CIT2 TOR yeast: 100
Reading of O=C(Nc1ccccc1C(=O)N1CCCC1)c1ccccc1 in LAP4-GFP MLPCN: 94
Reading of Cc1ccc2c(c1)C(=O)C(=O)N2c1ccc(Cl)cc1 in procasp7 counter: 7
Reading of O=C1/C(=C/c2cccs2)COc2ccccc21 in procasp7 counter: -6
Reading of O=C(/C=C/c1ccccc1[N+](=O)[O-])c1ccc(F)cc1 in MEP2 TOR yeast: 106

(listing goes on)
item	SMILES	MEP2 TOR yeast	procasp7 counter	AHR activator	RPL19A-GFP yeast	procasp3 activ	LAP4-GFP MLPCN	CIT2 TOR yeast	AGP1-GFP MLPCN
41	Cc1cc(=O)c2ccccc2[nH]1	103	11	7	99	9	92	98	101
42	Brc1ccccc1-c1nnc2sc(Cc3ccccc3)nn12	85	2	0	88	-1	96	·	86
43	Cc1ccc(NC(=O)CSc2nccc(=O)[nH]2)c(S(=O)(=O)N2CCOCC2)c1	130	3	1	107	-5	118	105	108
44	Cc1ccc(NC(=O)COC(=O)Cc2c(F)cccc2Cl)cc1S(=O)(=O)N1CCOCC1	96	-1	0	97	-4	98	100	100
45	O=C(NCc1ccoc1)c1ccc(NC(=O)c2ccccc2Cl)cc1	102	-1	12	105	2	101	103	108
46	COc1ccc(C(=O)Nc2ccccc2C(=O)NCc2cccnc2)cc1OC	94	5	3	98	3	71	112	93
47	O=C1Nc2ccccc2C12OCCS2 (stereo unspecified)	107	14	0	98	3	99	104	103
48	CCc1ccc2[nH]c(=O)c(C(c3nnnn3CCOC)N3CCN(c4ccccc4F)CC3)cc2c1 (stereo unspecified)	107	-2	4	99	-11	96	107	102
49	O=C(Nc1ccc2c(c1)OCO2)C1CCCN(c2nc3ccccc3s2)C1 (stereo unspecified)	92	-12	12	90	-3	105	91	91
50	CN(C(=O)c1cccc(S(=O)(=O)NCc2ccccc2)c1)C1CCCCC1	102	0	0	101	-2	91	106	101
51	N#CCCN(C(=O)CN1CCN(S(=O)(=O)c2ccc3c(c2)OCCO3)CC1)c1ccc(F)cc1	106	5	1	106	2	112	104	110
52	CC1C=CCC2C(=O)N(c3ccc(OC(=O)c4ccco4)cc3)C(=O)C12 (stereo unspecified)	96	-2	0	98	-2	104	95	102
53	COC(=O)N[C@H](c1ccccc1)[C@@]1(C)C[C@@H]1[C@@H](C)C(=O)Nc1ccc2ccccc2c1	92	-1	0	106	10	102	96	95
54	CCc1ccc2nc(N3C(=O)C(O)=C(C(=O)c4ccco4)C3c3cccs3)sc2c1 (stereo unspecified)	105	-34	11	103	-11	105	102	104
55	COCCNc1ncnc2nc[nH]c12	85[may fluoresce violet]	0	0	95[may fluoresce violet]	3	93[may fluoresce violet]	?	88[may fluoresce violet]
56	Cc1ccc(N2C(=O)C3C(C2=O)C2C=CC3C23CC3)cc1 (stereo unspecified)	106	1	-2	104	2	100	103	103
57	CC(=O)Nc1cccc(-n2nnc(SCC(=O)Nc3ccccc3)n2)c1	98	5	6	98	-1	105	99	96
58	Cc1nn(C(=O)c2cccc([N+](=O)[O-])c2)c(C)c1Cl	94	1	0	91	-1	107	94	97
59	COc1ccc(C(C)(C)C)cc1NC(=O)Nc1ccc2c(c1)OCO2	100	-6	79*	96	-5	105	95	96
60	CSc1nc(-c2ccccc2)cn1-c1ccc(NC(C)=O)cc1	105	-20	14	101	-3	90	96	94
61	N#C/C(=C(/O)c1cccc(F)c1)c1nc2ccccc2s1	110	1	15	112	2	98	117	99
62	O=C(COc1ccc2cc(-c3ccccc3)c(=O)oc2c1)NCC1CCC(C(=O)O)CC1 (stereo unspecified)	106	11	2	96	8	101	96	99
63	O=C(CCN1CCc2ccccc2C1)Nc1ccc(F)cc1	98	4	5	98	-4	94	106	107
64	Cc1cc(OCC(=O)OCC(=O)N2CCc3ccccc32)ccc1Cl	105	2	5	100	5	105	98	104
65	Cc1ccc(Nc2nnc(SC3CCOC3=O)s2)cc1 (stereo unspecified)	113	-8	3	118	2	102	114	110

Entries of single compounds, looked up by structure:
Cc1ccc(Nc2nnc(SC3CCOC3=O)s2)cc1 (stereo unspecified) is entered as MEP2 TOR yeast: 113; procasp7 counter: -8; AHR activator: 3; RPL19A-GFP yeast: 118; procasp3 activ: 2; LAP4-GFP MLPCN: 102; CIT2 TOR yeast: 114; AGP1-GFP MLPCN: 110
Cc1cc(OCC(=O)OCC(=O)N2CCc3ccccc32)ccc1Cl is entered as MEP2 TOR yeast: 105; procasp7 counter: 2; AHR activator: 5; RPL19A-GFP yeast: 100; procasp3 activ: 5; LAP4-GFP MLPCN: 105; CIT2 TOR yeast: 98; AGP1-GFP MLPCN: 104

Screening results from PubChem.
